Screening results from PubChem BioAssay.
Neddyl block = blocks human cullin neddylation; P61081+Q13564; TR-FRET cullin neddylation, biochemical; calls only at 25 µM; actives 0.58% (n = 360,000); AID 651699; in the data active = inhibition above about 36%
FAS-TE inh = blocks the thioesterase domain of human fatty acid synthase | actives 0.67% (n = 360,000) | AID 602261 | recombinant FAS-TE, OMFH fluorogenic substrate, fluorescence endpoint | inhibition, % at 15 µM;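 active = compounds whose normalised, plate-corrected inhibition of enzyme fluorescence in the single-dose primary screen is 50% or more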;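 note: 0% = DMSO with enzyme and 100% = substrate without enzyme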
bovine MsrA act = activates bovine MsrA enzyme; activation, % at 10.6 µM; actives 0.3% (n = 360,000); purified bovine MsrA, absorbance read-out; in the data active = activation above about 7.5%;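 note: 0% = vehicle and 100% = reference activator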
MLLE-PAM2 inh = blocks PAM2 peptide binding to the PABP1 MLLE domain; AID 588489; P11940; inhibition, % at 20 µM; GST-MLLE / FITC-PAM2 fluorescence polarization; actives 0.36% (n = 360,000); in the data active = inhibition above about 35%, passing the limit was not always enough;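 note: plate controls were DMSO wells with GST-MLLE for no effect and wells lacking GST-MLLE protein for full effect; some results filed as inactive read as strong as hits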
Target sequence (P11940 whole entry, looked up, the tested form may be a part): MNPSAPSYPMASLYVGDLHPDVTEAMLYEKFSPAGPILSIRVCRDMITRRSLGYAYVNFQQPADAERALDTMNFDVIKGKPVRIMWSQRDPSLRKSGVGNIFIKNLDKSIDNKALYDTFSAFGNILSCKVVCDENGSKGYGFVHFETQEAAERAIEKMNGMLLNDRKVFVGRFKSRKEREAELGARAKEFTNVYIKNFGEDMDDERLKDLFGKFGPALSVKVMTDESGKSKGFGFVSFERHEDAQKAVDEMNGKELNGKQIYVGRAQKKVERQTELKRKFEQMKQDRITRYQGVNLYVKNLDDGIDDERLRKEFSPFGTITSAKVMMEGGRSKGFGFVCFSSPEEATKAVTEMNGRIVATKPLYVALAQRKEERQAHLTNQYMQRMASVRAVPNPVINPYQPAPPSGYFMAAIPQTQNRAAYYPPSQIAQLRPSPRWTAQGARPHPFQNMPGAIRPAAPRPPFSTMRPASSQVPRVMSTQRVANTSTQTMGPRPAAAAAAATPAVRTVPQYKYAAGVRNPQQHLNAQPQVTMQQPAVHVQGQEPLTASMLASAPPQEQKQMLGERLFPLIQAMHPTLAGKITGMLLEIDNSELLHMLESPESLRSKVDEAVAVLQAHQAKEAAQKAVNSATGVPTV
MsrA inhibitor = inhibits bovine methionine sulfoxide reductase A; AID 651718; inhibition, % at 15.5 µM; actives 0.75% (n = 360,000); purified bovine MsrA, absorbance read-out; in the data active = inhibition above about 4.5%;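 note: 0% = vehicle wells with enzyme and 100% = reference inhibitor wells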
Rin1 Abl inh = inhibitors of human Rin1-Abl protein interaction; TR-FRET Rin1/Abl binding, biochemical; inhibition, % at 7.35 µM; actives 0.4% (n = 360,000); in the data active = inhibition above about 5%, passing the limit was not always enough
Tb MetRS inh = Trypanosoma brucei MetRS inhibition; purified T. brucei MetRS, ATP depletion, Kinase-Glo luminescence; inhibition, % at 11.9 µM; actives 0.4% (n = 360,000);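 active = inhibition above a per-plate cutoff of the control wells' mean inhibition plus 3 SD, cut at about 5.5% in these data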;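 note: 0% = DMSO wells median and 100% = median of wells with control inhibitor compound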
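Measured by: Kinase-Glo luciferase luminescence reporting remaining unconsumed ATP. Material: purified T. brucei MetRS enzyme. Doses: 11.9 µM compound single dose, 0.9% DMSO. Medium: HEPES buffer containing pyrophosphatase, BSA, spermine, DTT. Times: 15 min preincubation, 2 h reaction, all 25 °C. Reagent: methionine, ATP and bulk E. coli tRNA.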
CSN inh = blocks human CSN-mediated cullin deneddylation. Purified CSN, SCF-Nedd8-OG deneddylation, fluorescence polarization. inhibition, % at 12.5 µM. actives 0.38% (n = 360,000). AID 651999. Q92905;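 active = pattern-corrected inhibition above about 35%, with an unprinted fluorescence ratio check between 0.5 and 1.5, limit read from the data, passing the limit was not always enough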;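 note: 0% = enzyme with substrate and 100% = substrate without enzyme; some results filed as inactive read as strong as hits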
Target sequence (Q92905 whole entry, looked up, one chain of several): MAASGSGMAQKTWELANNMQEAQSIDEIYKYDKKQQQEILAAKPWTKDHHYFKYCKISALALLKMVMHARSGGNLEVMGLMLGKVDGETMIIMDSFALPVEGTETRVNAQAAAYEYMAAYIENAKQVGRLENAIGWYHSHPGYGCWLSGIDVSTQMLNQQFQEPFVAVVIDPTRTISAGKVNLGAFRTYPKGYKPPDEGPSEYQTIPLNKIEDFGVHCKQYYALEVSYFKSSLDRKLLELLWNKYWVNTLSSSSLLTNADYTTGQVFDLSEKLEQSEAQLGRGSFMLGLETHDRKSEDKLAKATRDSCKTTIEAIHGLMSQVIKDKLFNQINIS
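Material: human Csn5 produced in HEK293T cells; Input: enzyme 0.24 nM; Reagent: SCFSkp2-Nedd8OG substrate at 10 nM final; Dosing: 12.5 µM compound; Incubation: 90 min reaction at room temperature; Detection: fluorescence polarization of the substrate; Evaluation: % inhibition of substrate cleavage by Csn5; Control set: substrate-only high control, full reaction low control.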
eLon inh = inhibits E. coli Lon protease; P0A9M0; purified E. coli Lon protease, fluorescence polarization; inhibition, % at 7.94 µM; actives 0.42% (n = 360,000); in the data active = inhibition above about 13%, passing the limit was not always enough;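 note: 0% = enzyme with probe and DMSO and 100% = no enzyme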
The depositor's hits bear a star; i = inactive; · = no result given; + = active, no number. No enrichment for hits. About 4% of those tested had a hit in this group.

SMILES	Neddyl block	FAS-TE inh	bovine MsrA act	MLLE-PAM2 inh	MsrA inhibitor	Rin1 Abl inh	Tb MetRS inh	CSN inh	eLon inh
COc1ccc(F)cc1C(=O)C1CCCN(C(=O)c2cccc(N(C)C)c2)C1 (configuration not stated)	i	-5	-1	6	0.7	1	-0.4	1	-7
CN1CCN(C(=S)SCC(=O)N2CCCc3ccccc32)CC1	i	-4	-5	9	-1.3	4	-0.6	-7	-7
Cc1cccc(C)c1NC(=O)C(NC(=O)CN1C(=O)c2ccccc2C1=O)c1ccccc1 (configuration not stated)	i	-9	0	-4	0.2	-2	-0.1	-2	-10
CC/C(=N\Nc1ccnc2cc(Cl)ccc12)c1ccc(O)cc1	+	4	-3	-22	1.2	1	0.4	3	-6
Cc1nc(Nc2ccccc2F)c2nnn(Cc3ccccc3Cl)c2n1	i	7	-2	-4	-1.4	-3	0.3	-1	-8
Cc1ccc(C23CC4CC(CC(C(=O)NN)(C4)C2)C3)cc1	i	-1	-8	5	0.1	0	-0.7	3	4
Cc1ccc(NC(=O)OCCNC(=O)c2ccncc2)cc1	i	-2	-1	-9	-0.8	2	0.0	0	5
Fc1ccc(-c2nnc(Cc3nnc(-c4ccc(F)cc4)o3)o2)cc1	i	0	-2	-15	0.3	-1	-0.3	-2	0
NC(=O)CC(NC(=O)c1ccccc1)c1ccc(NCCOc2ccccc2)c([N+](=O)[O-])c1 (configuration not stated)	i	-2	1	-6	0.5	-2	-0.2	-1	-19
CCOC(=O)CCSc1nc(C)c2cc(C)ccc2n1	i	3	3	-27	-0.3	-5	-0.7	-1	-7
CCCC(=O)Nc1nn(C)c2nc3c(C)cccc3cc12	·	-5	-1	-3	-1.0	0	-0.2	-2	5
CSc1nc2ccc(NC(=O)c3c(-c4ccccc4)noc3C)cc2s1	i	40	-4	-4	-0.3	0	-0.3	-4	-1
CC(C)COc1ccc(-c2nnn(CC(=O)N3CCCC3)n2)cc1	i	0	-4	2	-0.1	-1	-1.3	1	-1
O=C1NC(=S)NC1=Cc1ccccc1O	i	-8	-1	-77	4.4	-4	-0.1	11	-44
CCCCn1nc2cc(C(=O)NCc3ccccc3)ccc2c1OCC	·	-7	-1	-4	0.1	-2	0.5	-3	-8
CC(=O)Nc1cc(-c2ccsc2)cn2c(-c3ccc(F)cc3)cnc12	+	4	-4	-37	1.5	-3	-0.3	12	-14
COc1ccccc1CNC(=O)COC(=O)c1ccco1	i	-7	-11	6	0.9	-2	-0.6	-1	-11
Cc1ccc(C(=O)NNC(=O)CSc2nnc3c(n2)[nH]c2ccc(F)cc23)cc1	i	-16	-2	17	1.8	-5	1.1	43*	-4
COc1ccc(NC(=O)CNc2cc(S(=O)(=O)N3CCOCC3)ccc2N2CCOCC2)c(OC)c1	i	-2	-2	5	-1.2	0	-0.2	-4	0
Cc1c(C)n(Cc2ccccc2)c2ccc(C(=O)NCCN3CCOCC3)cc12	i	-4	-1	-6	0.4	0	0.5	-6	-4
O=S(=O)(NCCc1csc(-c2cccnc2)n1)c1ccc(F)cc1	i	-4	-3	2	0.2	0	0.1	-1	3
COc1ccc(S(=O)(=O)Nc2ccc(Cl)cn2)cc1	i	-4	-2	-3	0.3	0	2.4	1	-1
CCn1ncc(/C=C/C(=O)C2CC2)c1C	i	-8	-2	-4	2.2	-1	0.9	-14	-6
Nc1ccc(NC(=O)c2cccs2)c(Cl)c1	i	-6	-8	1	0.5	1	-0.9	-1	6
O=C(O)c1cc(-c2cccc3ccccc23)nc2ccccc12	i	-3	-3	-1	1.6	3	0.5	0	1
Cc1ccc(SCCNC(=O)C(CO)(CO)CO)cc1	i	-10	-1	-24	0.6	4	0.1	-1	-3
Cc1nc2ccc(C(=O)OCc3nnc(-c4ccc(Br)cc4)o3)cc2nc1C	i	-1	-5	7	-1.1	-2	-0.3	1	-9
Cc1ccccc1S(=O)c1ccccc1C(=O)O (configuration not stated)	i	-2	-3	34	-0.6	-2	-0.3	-1	-4
Clc1c(CSc2nc3ccccc3o2)nc2sccn12	i	10	-3	17	0.6	-1	-0.2	2	-2
Cc1[nH]c(=O)[nH]c(=O)c1S(=O)(=O)Nc1ccc(F)c([N+](=O)[O-])c1	i	-2	6	12	-1.0	-2	-0.7	3	-8
CCOC(=O)c1ccc(NC(=O)CSCCC(=O)O)cc1	i	-4	0	-13	1.0	-1	-0.1	1	-5
Cc1ccsc1/C=N/NC(=O)CNC(=O)c1cccc([N+](=O)[O-])c1C	i	6	-2	0	1.1	0	1.9	-2	2
CC(C)(C)c1ccc(-n2ncc3c2CCCC3NC(=O)CN2CCOC2=O)cc1 (configuration not stated)	i	-6	-6	18	-0.7	4	-0.3	-2	-1
COC1(OC)N=C(NC(=O)Nc2ccccc2)C2(C#N)C(c3ccccc3)C12C#N (configuration not stated)	i	-1	-2	36	·	-3	-1.0	1	-6
CN(C)c1cccc(C(=O)NNC(=O)CSc2ccccc2)c1	i	-2	-2	11	0.7	2	-0.8	-3	5
O=C(Nc1nccs1)C1CCCN(S(=O)(=O)c2cccnc2)C1 (configuration not stated)	i	1	1	2	-0.8	-1	-0.2	-1	-5
Cc1cc(NC(=O)CCCn2cnc([N+](=O)[O-])n2)no1	i	-5	1	2	-0.4	4	-0.5	4	-4
O=C(CCCc1nc(-c2ccccc2Cl)no1)NC1CCCCC1	i	-3	1	10	-1.2	2	-0.3	-7	-9
O=C(COC(=O)CC1CC2CCC1C2)Nc1ccccc1[N+](=O)[O-] (configuration not stated)	i	25	-1	-12	0.6	-4	0.0	-3	-5
CCCCN(CC)CCNC(=O)Cn1cnc2sc(C)c(S(=O)(=O)N3CCOCC3)c2c1=O	i	-4	-2	5	-0.4	-1	-0.2	1	2
CC(C(=O)OCC(=O)c1ccc(Br)cc1)N1C(=O)C2C3C=CC(C3)C2C1=O (configuration not stated)	i	5	-2	12	-0.4	3	-0.5	3	-2
CCn1nc(C)cc1Nc1ccccc1	i	-9	1	-11	-0.3	3	-0.2	5	-2
Cc1cccc(OCCOCCN2CCNCC2)c1C	i	-5	-9	-11	-0.7	3	-1.0	-13	4
O=S(=O)(c1ccc(SCCOc2ccc(Cl)cc2)nc1)N1CCCC1	i	33	2	28	1.1	-2	0.3	0	-16
CCC(C)n1ncn(-c2ccc(N3CCN(c4ccc(OC)cc4)CC3)cc2)c1=O (configuration not stated)	i	-9	-5	-16	1.5	3	-0.9	-3	-4
Cc1nc(C)n(C(C)CNC(=O)c2ccco2)n1 (configuration not stated)	i	-2	-12	-2	-0.8	-2	-2.3	-1	6
COc1ccccc1-c1sc2ccccc2c1-c1ccc(C(C)=O)cc1	i	23	-3	3	·	2	1.1	4	5
COc1cc(N/N=C(\C)c2ccc(O)c(C)c2)nc(-c2ccccc2)n1	i	22	-5	8	0.9	4	-0.3	-3	-7
Nc1ncc(-c2ccc([N+](=O)[O-])cc2)cn1	i	8	-7	9	4.5	-3	-0.7	-1	-3
CC(=O)Nc1ccc(NC(=O)c2ccc(NS(=O)(=O)c3cc(C(C)(C)C)cc(C)c3C)cc2)cc1	·	-4	5	16	1.1	-4	0.1	-7	15

Individual results from the entries so far.
bovine MsrA act with O=S(=O)(c1ccc(SCCOc2ccc(Cl)cc2)nc1)N1CCCC1 is entered as 2
bovine MsrA act with COc1ccccc1-c1sc2ccccc2c1-c1ccc(C(C)=O)cc1 is entered as -3
bovine MsrA act with Cc1cccc(OCCOCCN2CCNCC2)c1C is entered as -9
FAS-TE inh with CC(=O)Nc1ccc(NC(=O)c2ccc(NS(=O)(=O)c3cc(C(C)(C)C)cc(C)c3C)cc2)cc1 is entered as -4
Tb MetRS inh with Cc1nc(C)n(C(C)CNC(=O)c2ccco2)n1 (configuration not stated) is entered as -2.3

(listing goes on)
SMILES	Neddyl block	FAS-TE inh	bovine MsrA act	MLLE-PAM2 inh	MsrA inhibitor	Rin1 Abl inh	Tb MetRS inh	CSN inh	eLon inh
CC(=O)Oc1oc(-c2ccccc2)nc1C=Nc1ccccc1	i	-11	-8	32	0.5	0	-0.9	0	13
FC(F)(F)c1ccc(/C=N/N2CCN(Cc3cccc4ccccc34)CC2)cc1	i	18	-12	3	-0.5	-4	-0.9	-2	-3
O=C(Nc1nc2c(F)cccc2s1)C1CC1	i	-6	-2	-4	1.9	-2	-0.5	0	-2
CCCNS(=O)(=O)c1ccc(OCC(=O)NCc2ccc3c(c2)OCO3)cc1	i	2	1	-14	-1.0	3	0.4	-1	9
COC(=O)Cc1c(C)c2ccc(OC3CCCCC3=O)c(C)c2oc1=O (configuration not stated)	·	-9	-2	15	1.5	5	-0.7	4	7
CC(=O)c1sc(N/N=C\c2ccc(N(C)C)cc2)nc1C	i	0	-6	-89	0.1	-3	-1.2	3	-47
COC(=O)c1cccc(NC(=O)/C(=C\c2ccccc2)NC(=O)c2ccccc2Cl)c1	i	2	-2	7	-0.3	0	0.0	3	-2
O=C(Cn1cnc2ccccc21)Nc1cccc(S(=O)(=O)N2CCCC2)c1	i	-4	-4	-23	·	2	36*	0	6
C/C(=N\NC(=O)C1CC1(c1ccccc1)c1ccccc1)c1cccc([N+](=O)[O-])c1 (configuration not stated)	i	-4	-12	-4	1.2	5	-0.9	2	2
COc1ccc(N2CCN(S(=O)(=O)CC34CCC(CC3=O)C4(C)C)CC2)cc1 (configuration not stated)	i	0	-2	8	0.7	1	1.4	1	1
CC1CCCC(C)N1C(=O)COC(=O)c1ccc2c(c1)OCO2 (configuration not stated)	i	-6	-8	-1	-0.2	2	-1.0	-3	-11
Cn1cc(Cl)c(C(=O)NNC(=S)NC2CCCCC2)n1	i	-10	-4	-38	-0.3	-2	-0.2	-13	-1
Cc1ccccc1C(=O)NC1CCN(CC(=O)Nc2ccc3c(c2)OCO3)CC1	i	-6	-3	-5	0.5	2	-0.6	-5	-4
CCCCC(CCC(=O)Nc1nccs1)C(=O)O (configuration not stated)	i	-7	-1	0	-0.4	3	0.1	1	-13
C/C(=N\NC(=O)CCC(=O)NCc1ccccc1)c1ccco1	i	1	-2	1	1.0	-1	-0.1	1	-4
O=C(OCCN=C1NS(=O)(=O)c2ccccc21)c1ccccc1	i	-6	-13	12	0.9	4	-1.0	2	-4
CCCc1cnc(NCCNCC(O)COc2ccc(Cl)c(Cl)c2)nc1 (configuration not stated)	i	12	-3	-5	-1.6	-2	-0.2	1	-8
COCc1cc(=O)n2c([nH]c3ccccc32)c1C#N	·	-4	-7	-11	2.0	-2	-1.4	2	-3
CCOCC(=O)OCC(=O)Nc1cc(OC)c([N+](=O)[O-])cc1C	i	-5	-2	-1	1.1	-5	-0.7	-4	4
Cc1nc2c(=O)n(-c3cccc(C(F)(F)F)c3)nc(C)c2s1	i	-4	-7	-5	-1.6	-3	-0.8	4	-1
Cc1cc(C)cc(NC(=O)C2C3C=CC4(O3)C2C(=O)N(CCN2CCCCC2)C4C(=O)NC2CCCCC2)c1 (configuration not stated)	i	-4	-2	-5	-1.7	-2	-0.2	-4	-1

In the list so far, three contain an NH in an aromatic ring:
SMILES	Neddyl block	FAS-TE inh	bovine MsrA act	MLLE-PAM2 inh	MsrA inhibitor	Rin1 Abl inh	Tb MetRS inh	CSN inh	eLon inh
Cc1ccc(C(=O)NNC(=O)CSc2nnc3c(n2)[nH]c2ccc(F)cc23)cc1	i	-16	-2	17	1.8	-5	1.1	43*	-4
Cc1[nH]c(=O)[nH]c(=O)c1S(=O)(=O)Nc1ccc(F)c([N+](=O)[O-])c1	i	-2	6	12	-1.0	-2	-0.7	3	-8
COCc1cc(=O)n2c([nH]c3ccccc32)c1C#N	·	-4	-7	-11	2.0	-2	-1.4	2	-3
